GPR35 arrestin U2OS: GPR35 antagonists blocking zaprinast-driven arrestin recruitment, primary screen, imaging, U2OS, beta-arrestin-GFP, zaprinast agonist (AID 2058); inhibition, % at 10 µM; hits with a dose series show IC50 in µM; 290,000 compounds, 0.052% hits; U2OS GPR35 beta-arrestin-GFP translocation imaging, zaprinast antagonism; higher % means a stronger effect;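 active = inhibition of at least 50% with at least 30 cells and total cytoplasm GFP at most 10,000,000; inconclusive = under 30 cells or total GFP of 10,000,000 plus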
NTR1 ag: agonists of NTR1, primary screen, imaging, U2OS cells, beta-arrestin-GFP, high content (AID 493036); NTR1-U2OS beta-arrestin-GFP spot imaging, agonist mode; 330,000 compounds, 0.17% hits; P30989; activation, % at 20 µM;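 active = activation at or above 40% of the spot to cytoplasm intensity ratio, with at least 20 cells analyzed; inconclusive = wells under 20 cells, flagged as cytotoxic or low count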;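 also: 0% = DMSO without peptide and 100% = 100 nM NTR1 peptide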
Target sequence (P30989 whole entry, looked up): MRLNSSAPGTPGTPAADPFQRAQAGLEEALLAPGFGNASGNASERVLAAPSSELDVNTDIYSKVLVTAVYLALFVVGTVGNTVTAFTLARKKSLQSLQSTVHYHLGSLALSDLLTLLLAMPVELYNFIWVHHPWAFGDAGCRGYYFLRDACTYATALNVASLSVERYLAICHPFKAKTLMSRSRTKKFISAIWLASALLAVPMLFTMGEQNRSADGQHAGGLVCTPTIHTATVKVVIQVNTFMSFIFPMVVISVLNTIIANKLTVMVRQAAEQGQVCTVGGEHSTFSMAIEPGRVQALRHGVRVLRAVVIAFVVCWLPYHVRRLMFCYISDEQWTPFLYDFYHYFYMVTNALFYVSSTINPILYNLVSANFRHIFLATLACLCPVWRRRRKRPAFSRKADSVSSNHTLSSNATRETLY
AID2073: inhibitors of Mint1-CaV2.2 protein interaction, biochemical, HTRF (AID 2073); inhibition, % at 20 µM; hits with a dose series show IC50 in µM; 290,000 compounds, 0.19% hits; HTRF protein-protein interaction, Mint1-CaV2.2; higher % means a stronger effect; in the data active = inhibition mostly above about 51%, no sharp cut-off; inconclusive = no clear call, values can overlap the other calls; inactive = mostly below about 53%; also: some results filed as inactive read as strong as hits
GPR55 activation: selective activators of receptor GPR55 – imaging, U2OS cells, beta-arrestin-GFP redistribution, primary screen (AID 1961); U2OS GPR55 beta-arrestin-GFP redistribution imaging; higher % means a stronger effect; one-dose activation, % at 10 µM; EC50 in µM for titrated hits; 290,000 compounds, 0.048% hits;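 active = activation above 40% with more than 50 cells counted in the well; inconclusive = wells holding fewer than 50 cells, flagged as toxic or sparse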;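 also: U2OS osteosarcoma cells stably expressing GPR55 and beta-arrestin-GFP; plate controls were DMSO negative control for no effect and LPI positive control for full effect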
MgcRacGAP inhibition: MgcRacGAP GTPase-activating activity inhibitors, confirmation, biochemical, ADP Hunter fluorescence; MgcRacGAP-stimulated Rac1 GTP hydrolysis, ADP Hunter fluorescence; higher % means a stronger effect; GST-tagged Rac1 F28L mutant substrate; inhibition, % at 30 µM, or IC50 in µM where a hit was titrated; 340,000 compounds, 0.6% hits; AID 624330;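 active = first-screen hits whose inhibition reached a set limit at any dose in the follow-up dose series; inconclusive = inhibition above the set first-screen limit but never retested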;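 also: fluorescence reports GDP produced by GAP-driven GTP hydrolysis; strong numbers were not always called active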
Dengue-2 NS5 capping: flavivirus cap methylation enzyme inhibition – biochemical, confirmation dose response, primary screen (AID 588689); Dengue-2 NS5 methyltransferase capping enzyme assay, biochemical; higher % means a stronger effect; inhibition, % at 25 µM; hits with a dose series show IC50 in µM; 340,000 compounds, 0.3% hits; in the data active = a potency from the dose series; inconclusive = inhibition above about 29% without an active follow-up result
Yfh1-depleted yeast: enhancers of respiration in Yfh1-depleted yeast, dose response, Friedreich's ataxia, plus single-dose screen (AID 1465). S. cerevisiae Yfh1-off respiration, WST-1 reduction, 72 h; higher fold induction means a stronger effect. fold induction at 50 µM, or EC50 in µM where a hit was titrated. 220,000 compounds, 0.074% hits;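 active = fold induction of absorbance versus untreated yeast above a set limit, then at least 30% activation at any dose in follow-up; inconclusive = repeats straddling the limit, or above it without dose testing; inactive = fold induction below the set limit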;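 also: activators that raise dye reduction in frataxin-depleted yeast; strong numbers were not always called active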
GPR55 antagonists: inhibition of LPI-stimulated GPR55 beta-arrestin translocation – imaging, U2OS, beta-arrestin-GFP, LPI agonist, primary screen (AID 2013). U2OS GPR55 beta-arrestin-GFP translocation imaging, LPI antagonism; higher % means a stronger effect. inhibition, % at 10 µM; hits with a dose series show IC50 in µM. 290,000 compounds, 0.13% hits;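 active = spots per cell inhibited over 60%, with over 100 cells counted and total cytoplasm intensity under 500,000; inconclusive = wells with under 100 cells, flagged as likely toxic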;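 also: U2OS cells stably carrying GPR55 and arrestin-GFP stimulated by 5 µM LPI near EC80; imaged beta-arrestin-GFP aggregate spots per cell after agonist stimulation; plate controls were LPI-stimulated DMSO wells for no effect and DMSO wells without LPI for full effect; some results filed as inactive read as strong as hits; confirmed hits need IC50 under 10 µM and bright autofluorescent wells are also inconclusive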
Large T inhibition: SV40 large T antigen inhibitors, biochemical (AID 1903) | SV40 large T antigen ATPase/helicase inhibition assay; higher % means a stronger effect | one-dose inhibition, % at 20 µM; IC50 in µM for titrated hits | 310,000 compounds, 0.39% hits; in the data active = a potency from the dose series; inconclusive = inhibition mostly from about 32% at the one dose, without a potency; inactive = the rest, 99 in 100 with inhibition below about 32%; also: strong numbers were not always called active
NTR1 ag cell count 20 µM: further read-out of NTR1 ag, marked with its call; cell count; measured here: cell count, cytotoxicity flag
Dengue-2 NS5 capping pilot replicate: also measured in Dengue-2 NS5 capping; calls as there; inhibition, %; measured here: pilot screen replicate inhibition
* hit, by the source's call; i = inactive; u = inconclusive; x = not tested or not shown. Outcome played no part in choosing rows; 1.7% or so of the library scored in one or more.

SMILES	GPR35 arrestin U2OS	NTR1 ag	NTR1 ag cell count 20 µM	AID2073	GPR55 activation	MgcRacGAP inhibition	Dengue-2 NS5 capping	Yfh1-depleted yeast	GPR55 antagonists	Large T inhibition	others
CCCCn1c(-c2ccco2)nc2ccccc2c1=O	14%	0.9	48	6%	0.2%	3%	-3%	i	-9%	0%
[O-][n+]1onc2c3ccnnc3ccc21	30%	-0.2	52	-2%	-0.3%	5%	-2%	i	25%	13%
COc1cccc(N2CC(C)Cn3c2nc2c3c(=O)[nH]c(=O)n2C)c1 (stereo not drawn)	0%	-0.4	77	7%	-0.1%	8%	-8%	x	12%	-1%
COc1cccc(-c2cc(C(=O)NCCN3CCOCC3)no2)c1	7%	-0.6	75	1%	-0.1%	7%	2%	i	11%	9%
COCCCn1c(SCC(=O)OC2CCCCC2)nnc1-c1cccs1	0%	1.8	52	-4%	-0.1%	1%	4%	i	6%	13%
CCN(c1cccc(C(F)(F)F)c1)S(=O)(=O)c1ccc2c(c1)CCN2C(C)=O	-10%	0.5	64	4%	-0.2%	4%	-8%	i	-7%	0%
O=C(NC1CCCCC1)c1ccc(S(=O)(=O)c2ccccc2Cl)c([N+](=O)[O-])c1	-1%	4.6	42	-3%	-0.2%	x	x	i	6%	0%
COc1cc(-c2noc(C)c2C#Cc2ccsc2)cc(OC)c1OC	-3%	5.0	51	8%	0.0%	8%	2%	x	-2%	5%
CC(=O)Nc1ccc(S(=O)(=O)N(C)CC(=O)Nc2ccccc2N2CCCC2)cc1	x	-0.1	57	x	x	-1%	-2%	x	x	15%
COC(=O)C1CCN(C(=O)CSc2nc3ccc(OC)cc3[nH]2)CC1	-1%	-0.2	30	20%	-0.2%	2%	-6%	i	-8%	11%
COc1cc(C)ccc1OCCCOc1cc(C)ccc1Cl	x	0.9	40	x	x	4%	8%	i	x	x
COc1ccc(OC)c(N/C(N)=N/c2nc(C)cc(C)n2)c1	6%	1.0	46	1%	-0.3%	11%	-1%	x	23%	9%	Dengue-2 NS5 capping pilot replicate=3.0
O=C(CSc1nc2ccc(Nc3nc(N4CCCC4)nc(N4CCCC4)n3)cc2s1)NCc1ccco1	-11%	11	53	18%	-0.1%	7%	1%	i	9%	-1%
COc1ccc(CC(NC(C)=O)C(=O)NC2CCN(C(=O)C3CCCCC3)CC2)cc1OC (stereo not drawn)	-7%	0.1	46	-1%	-0.2%	5%	-2%	x	7%	7%
CC1=NNC(=O)C1C(c1ccccc1)C(C#N)C#N (stereo not drawn)	-9%	6.7	72	3%	-0.1%	-3%	-5%	i	8%	15%
CC(=O)c1ccc(Sc2ccc(C(C)=O)cc2)cc1	21%	-0.5	46	8%	0.3%	3%	-3%	i	6%	-13%
COc1ccc(CN2CCN(CCc3ccccc3)C(CCO)C2)c(Cl)c1OC (stereo not drawn)	1%	-0.1	65	-7%	-0.3%	2%	-9%	x	2%	9%
CC(C)(C)C(=O)COC(=O)c1ccccc1O	0%	-1.1	54	7%	-0.1%	7%	-4%	i	-2%	6%
Cc1nc2ccc(NC(=O)c3ccc(Cl)nc3)cc2s1	-5%	1.1	45	7%	-0.1%	-7%	2%	i	13%	11%
O=C(O)c1ccc(S(=O)(=O)c2ccc3c(c2)C(=O)N(Cc2ccco2)C3=O)cc1	7%	-0.7	47	11%	-0.1%	2%	7%	i	1%	16%
O=S(=O)(c1ccc(NC2CCCc3ccccc32)nc1)N1CCOCC1 (stereo not drawn)	-24%	-0.3	82	-6%	0.1%	-5%	-7%	i	0%	-3%
CC(C)N(C(=O)COC(=O)c1cncc(Br)c1)C(C)C	-1%	0.5	56	14%	-0.3%	6%	-7%	i	16%	-2%
COc1cc2c(cc1OC)C(C(=O)NC(C)c1ccccc1)CC(=O)N2 (stereo not drawn)	15%	-0.3	59	-2%	-0.1%	0%	-4%	x	-4%	12%
Clc1ccccc1Cn1nnc(-c2cccs2)n1	-1%	0.0	40	0%	-0.1%	2%	-3%	i	12%	1%
CN(CCNC(=O)C1CCN(S(=O)(=O)N2CCOCC2)CC1)CCc1ccccc1	19%	0.4	31	8%	0.0%	10%	-3%	i	3%	2%
COc1cc(CN(C(=O)c2cc3ccccc3oc2=O)C2CCS(=O)(=O)C2)cc(OC)c1OC (stereo not drawn)	-6%	-0.7	62	-4%	0.3%	7%	8%	x	-1%	5%
CCOc1ncccc1C(=O)OCc1cccc([N+](=O)[O-])c1	-5%	0.8	43	8%	-0.6%	6%	0%	i	7%	3%
Cc1ccc(C(=O)CC(=O)c2ccc(C(C)(C)C)cc2)cc1	14%	1.1	83	6%	-0.2%	2%	-5%	i	3%	7%
c1coc(-c2nnc3sc(-c4cccs4)nn23)c1	2%	-0.5	100	9%	-0.1%	-1%	-8%	i	-7%	27%
O=c1ccc(-c2ccc(S(=O)(=O)N3CCN(c4cccc(Cl)c4)CC3)o2)n[nH]1	-8%	-0.4	53	0%	0.0%	9%	6%	x	-20%	10%
COCCN(CC(=O)Nc1ccc(F)cc1)S(=O)(=O)c1ccc(S(=O)(=O)N2CCCC2)cc1	-6%	0.6	49	0%	0.0%	7%	0%	i	15%	2%
Cc1cccn2c(=O)c3cc(C(=O)NCCCN4CCOCC4)n(C)c3nc12	-5%	x	x	1%	-0.1%	x	x	x	9%	x
CCCc1cc(C(=O)Nc2cc(Br)ccc2O)no1	0%	-4.6	57	12%	-0.3%	16%	-4%	i	16%	3%
Cc1cccn2c(CN(C)CC3CCCCO3)c(C(=O)N3CCCCC3)nc12 (stereo not drawn)	2%	-1.3	62	7%	0.0%	-4%	4%	i	2%	1%
CCN(CC)CCN(Cc1cc2ccc(C)cc2[nH]c1=O)C(=O)NC1CCCCC1	7%	-0.8	21	2%	-0.1%	8%	-11%	i	11%	22%
COc1ccc(-n2nnc3c(SCC(=O)Nc4ccc5c(c4)OCCO5)ncnc32)cc1	7%	8.8	35	u	0.3%	x	x	x	1%	0%
Cc1ccc(NC(=O)CC2S/C(=N/c3nccs3)N(C)C2=O)c(C)c1 (stereo not drawn)	22%	3.7	47	-4%	0.0%	3%	13%	i	-4%	4%
Cc1cccc(NC(=O)NNC(=O)c2nn(C)cc2Br)c1	10%	0.1	60	-6%	-0.2%	7%	-7%	i	13%	18%
COc1ccc(NS(=O)(=O)c2cccc(-c3nnc4n3CCCCC4)c2)cc1	2%	1.0	56	9%	-1.0%	6%	-1%	i	-7%	1%
CCC(C)NS(=O)(=O)c1ccc(NS(=O)(=O)c2ccccc2[N+](=O)[O-])cc1 (stereo not drawn)	0%	-1.6	12	7%	-0.1%	7%	-9%	i	-2%	19%
C/C(CC(=O)Nc1ccc(N(C)C)cc1)=N\NC(=O)c1ccc(F)cc1	21%	2.0	61	3%	0.3%	47µM*	7%	x	1%	30%
CCN(Cc1ccccc1)CC(O)COC(c1ccc(OC)cc1)c1ccc(OC)cc1 (stereo not drawn)	-17%	1.5	53	44%	-0.1%	8%	-7%	x	24%	10%
COc1cc2c(cc1NCc1ccc3c(c1)OCO3)oc1ccccc12	3%	-3.3	75	12%	-0.3%	80%	-1%	i	3%	34%
CCC(C)(C)NC(=O)CN(C(=O)CNS(=O)(=O)c1ccc(C)cc1)c1ccc2c(c1)OCCO2	-9%	-0.8	72	-7%	-0.2%	5%	-2%	i	4%	9%
CCOC(=O)N1CCN(C(=O)C(CC(C)C)NC(=O)C2CCCCC2)CC1 (stereo not drawn)	15%	-2.0	70	-5%	-0.1%	2%	1%	i	3%	4%
O=C(COc1ccc(Cl)cc1)N1CCN(C(=O)c2cccs2)CC1	-6%	-0.6	69	-5%	0.2%	-3%	2%	i	2%	0%
O=C(Nc1cccc([N+](=O)[O-])c1)Nc1ccc2c(c1)CCC2	-5%	16	52	36%	-0.2%	6%	-10%	x	6%	15%
CCn1c(=O)c(C(=O)Nc2ccc(C)cc2C)c(O)c2ccccc21	4%	1.7	75	15%	-0.1%	7%	2%	x	12%	-2%
Cc1ccc(NC(=O)CCC(=O)NNC(=O)c2cccs2)cc1C	6%	x	x	-4%	-0.1%	7%	-6%	i	5%	7%
O=C1CCCN1C(=O)COc1ccccc1[N+](=O)[O-]	x	-0.8	54	x	x	7%	-1%	x	x	26%
O=C(CN1C(=O)S/C(=C\c2ccc(C(=O)O)cc2)C1=O)Nc1ccccc1	-2%	1.1	52	7%	0.2%	9%	1%	x	-21%	5%
COC(=O)C1=C(C)N(c2ccccc2)/C(=C/c2ccco2)C1=O	6%	1.3	46	-11%	-0.1%	8%	-13%	i	12%	6%
CCOC(=O)C1=C(c2ccccc2)N=C2SCC(=O)N2C1c1ccc2c(c1)OCO2 (stereo not drawn)	-6%	-0.8	30	5%	0.4%	8%	3%	i	7%	0%
Cc1ccc(NC(=O)c2cnccn2)nc1	-12%	0.1	69	4%	0.0%	5%	-6%	x	3%	8%
COc1cccc(CNC(=O)CC(NC(=O)c2ccccc2)c2ccccc2)c1 (stereo not drawn)	x	0.7	63	x	x	3%	-7%	x	x	12%
CC1CCN(C2CCN(S(=O)(=O)c3ccc(C(F)(F)F)cc3)CC2)CC1	-1%	-0.1	59	4%	-0.2%	9%	-7%	x	-7%	1%
Cc1noc(C(=O)Nc2ccc(Cl)cc2)c1Cl	-9%	2.5	91	6%	0.0%	x	x	x	15%	7%
CC(C)(C)C1=CC(=O)C(N2CCOCC2)=CC1=O	-4%	2.4	90	-7%	1.2%	5%	-1%	>100µM*	-2%	11%
COc1ccc(S(=O)(=O)N2CCCCCC2)cc1N	4%	-0.2	71	6%	-0.3%	1%	-1%	i	7%	4%
CCOc1cccc(-c2csc(C3COc4ccccc4O3)n2)c1 (stereo not drawn)	3%	x	x	3%	-0.2%	7%	-3%	i	-16%	0%
CC(C)CN(C(=O)COC(=O)c1ccccc1NCc1ccco1)c1c(N)n(Cc2ccccc2)c(=O)[nH]c1=O	x	-0.8	45	x	x	3%	-8%	x	x	12%

Source: PubChem BioAssay (several laboratories)
